Source: PubChem
HCV inhibitor: qHTS Assay for Inhibitors of Hepatitis C Virus (HCV); Huh7.5.1 HCVcc-Cre infection, luciferase reporter, 44 h; Potency, µM (top dose mostly 41.8 µM), without a hit: top-dose activity change, negative = inhibition, most hits filed as inhibitors; hit rate 3.4% among 340,000; active means well fitted inhibition curve with a large enough effect; inconclusive means small, poorly fitted or top-dose-only effect, or another doubt; inactive means no such curve, though single readings can be large or run the other way
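Cells (1,000/well) were plated 4 h before compound, then infected with HCVcc-Cre virus (~0.5 moi). After 44 h further culture, infection was read as luciferase luminescence following a 15 min substrate incubation at room temperature.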
* marks the source's active call; other numbers are inactive results; ? = inconclusive; [ ] = remark or other dose. On the % scale 0 is the no-effect control and ±100 the full control effect; potency means the concentration at half of the fitted maximal effect.

SMILES	HCV inhibitor
CNC(=O)C1CC(=O)N(c2ccc(OCC(=O)Nc3ccccc3)cc2)C1 (centres undefined)	18%
Oc1c(Br)cc(CNC2CCCCC2)cc1Br	?
CCOC(=O)CN[C@H]1CCC2C3CC=C4C[C@@H](O)CC[C@]4(C)C3CC[C@@]21C (some centres undefined)	12%
C#CCN(C[C@@H](CC(C)C)NC(=O)OC(C)(C)C)S(=O)(=O)c1ccc(Br)cc1F	?
O=C(COc1ccc(Br)cc1)NN1C(=O)c2ccccc2C1=O	5%
O=C(NC(=S)Nc1cccc(O)c1)c1cncc(Br)c1	-15%
COC(=O)C1CC2(C(=O)OC)CC(C(=O)OC)(CC(C(=O)OC)C2=O)C1=O (centres undefined)	16%
Cc1ccc(C)c(OCCC(=O)OCC(=O)Nc2cc(S(=O)(=O)N3CCCCC3)ccc2C)c1	19%
COc1ccc(NC(=O)CN(C)CC(=O)N2CC(=O)Nc3ccccc32)cc1	-2%
COc1ccc2nc(-c3ccccc3)nc(SC)c2c1	11µM*
COc1cccc(CN(c2ccccc2C(=O)O)S(=O)(=O)c2ccc(C)cc2)c1	7%
O=C(CCCCC(=O)OC1CCCCC1)OC1CCCCC1	14%
CC(=NNC(=O)c1ccncc1)c1ccccc1O	4.5µM*
CCOc1ccccc1OCCCC(=O)NNC(=O)c1ccc(F)cc1	-13%
O=c1[nH]c(-c2ccccc2)ncc1OCc1ccccc1	18%
CC[C@]12c3[nH]c4ccc(OC)cc4c3CCN1C(=O)C(CC(=O)NCCCn1ccnc1)C[C@@H]2C(=O)N1CCN(C(=O)C2CC2)CC1 (some centres undefined)	-6%
C=CC[C@@H](Cc1ccc(F)cc1)C(=O)OC[C@H]1CCCN1C(=O)[C@@H](CC=C)CC(=O)N(CCO)Cc1ccccc1	?
Cc1ccc(C(=O)NCC(=O)OCC(=O)c2c(N)n(C)c(=O)n(C)c2=O)cc1C	20%
O=C(CN1C(=O)CNC1=O)Nc1cc(Cl)cc(Cl)c1	7%
COCCCNC(=O)C[C@H]1C[C@H](C(=O)N2CCOCC2)[C@@]2(C)c3[nH]c4cc(-c5ccco5)ccc4c3CCN2C1=O	-6%
COc1ccc(C2C(C(=O)c3sc(C)nc3C)=C(O)C(=O)N2CCCn2ccnc2)cc1 (centres undefined)	3%
CS(=O)(=O)N(CC(=O)N1CCc2ccccc2C1)c1ccccc1F	10%
Cc1nnc2sc(-c3ccc(NC(=O)c4ccc(-c5ccc(Cl)cc5Cl)o4)cc3)nn12	-10%
Cc1cccc(NC(=O)CN2CCN(C(=O)CN3C(=O)NC4(CC(C)CC(C)(C)C4)C3=O)CC2)c1C (centres undefined)	?
CCOC(=O)Cn1cnc(C)c1	3%
O=S(=O)(NCCSCc1ccc(Cl)c(Cl)c1)c1ccc2c(c1)OCCO2	1%
CC(C)n1cnnc1SCC(=O)Nc1cccnc1Cl	-2%
O=C(Cn1ccc2ccccc2c1=O)NCCC(=O)N1CCN(C(=O)c2ccco2)CC1	5%
CCOc1cc(N2CCOCC2)c(OCC)cc1NC(=O)COC(=O)c1ccc(OC)c([N+](=O)[O-])c1	-11%
Cc1ccc(S(=O)(=O)Nc2ccc3c(c2)CC(=O)N([C@H](C)CO)C[C@H](C)[C@H](CN(C)Cc2ccc4c(c2)OCO4)O3)cc1	?
Cc1ccc(S(=O)(=O)N2[C@@H](c3ccc(Br)cc3)C(C(=O)O)=CC[C@H]2c2ccc(C(C)C)cc2)cc1	14%
COc1ccc(Br)cc1CN(C)CC(=O)Nc1cccc(S(=O)(=O)N2CCCC2)c1	8.9µM*
CCC(C(=O)OCC(=O)C1(O)CCC2C3CCC4=CC(=O)CCC4(C)C3C(O)CC21C)C(C)C (centres undefined)	?
O=Cc1cc2c(cc1[B-](F)(F)F)OCO2	-32%
CCN(CC)C(=O)[C@H]1C[C@H](CC(=O)NCCCn2ccnc2)C(=O)N2CCc3c([nH]c4cc(CCC(=O)N(C)C)ccc34)[C@]12C	0%
Cc1ccc(S(=O)(=O)N2C[C@@H]3[C@H]4CC[C@H](C4)[C@@H]3[C@@H](C)[C@@H]2c2cn(Cc3ccccc3)c3ccc(F)cc23)cc1	-6%
COc1ccc2c(c1)c(=Cc1ccc(N(C)C)cc1)c1cc(-c3ccccc3)[n+](C)n12	?
C[C@H](CO)N1C[C@H](C)[C@@H](CN(C)S(=O)(=O)c2cn(C)cn2)Oc2ccc(NC(=O)NC3CCCCC3)cc2C1=O	14%
CC(C)=CCC/C(C)=C/CC/C(C)=C/COc1ccc2ccc(=O)oc2c1	?
Cc1ccc(S(=O)(=O)NCCC(=O)Nc2cccc(S(=O)(=O)N3CCCC3)c2)cc1C	-22%
Cc1ccc(NC(=O)Cc2ccsc2)cc1S(=O)(=O)N1CCOCC1	-11%
Cc1cc(C(=O)COC(=O)CC(NC(N)=O)c2ccc(Cl)cc2)c(C)n1C (centres undefined)	-7%
O=C(COc1ccc(F)cc1)c1ccc2c(c1)CCCC2	-16%
CCn1c(C)nc2cc(C(=O)NNC(=O)[C@@H](NC(=O)c3cc(OC)cc(OC)c3)C(C)C)ccc21	9%
CCN1C[C@@H]2[C@@H]3C(=O)N(Cc4ccccc4)C(=O)[C@@H]3[C@](Cc3ccccc3)(C1=O)N2C(=O)c1ccc(Cl)c(Cl)c1	4%
Cc1cc(O)c2c(c1)C(=O)[C@@]13Oc4c5c(c(O)c6c(O)cc(C)cc46)C(=O)C[C@H](O)[C@H]5[C@@H]1[C@@H](O)CC(=O)C3=C2O	-20%
O=C(Nc1cc(S(=O)(=O)N2CCOCC2)ccc1O)c1ccc(S(=O)(=O)N2CCCCC2)cc1	-28%
C[C@H]1CN([C@@H](C)CO)C(=O)c2cccc(NC(=O)c3cnccn3)c2O[C@@H]1CN(C)C(=O)Nc1ccc2c(c1)OCO2	7%
Cc1ccc(C(C)C)cc1OCC(=O)Nc1nnc(C2CC2)s1	-23%
CC(C)(C)Cc1nnc(NS(C)(=O)=O)s1	9%
Other results
SMILES	HCV inhibitor
COc1ccc(CCn2c(-c3cccc([N+](=O)[O-])c3)nc3nc4ccccc4nc32)cc1	11%
Cc1ccc(CCN2CC(C(=O)NCc3cccnc3)CC2=O)cc1 (centres undefined)	13%
O=S(=O)(c1ccc(F)c(F)c1F)N1CCN(c2ncnc3sccc23)CC1	?
C=CC(=O)N1C/C(=C/c2ccccc2)C(=O)/C(=C\c2ccccc2)C1	6.3µM*
CN(C)CCC(=O)N1C/C(=C/c2ccccc2)C(=O)/C(=C\c2ccccc2)C1	?
C(=Cc1c[nH]c2ccccc12)c1nccc2ccccc12	?
CC(C)(COC(=O)c1ccccc1)N1CC2CCC(C1)O2	5%
O=C(NCCc1ccccc1)c1ccc(NC(=O)C2CCCC2)cc1	6%
CCOC(=O)[C@H](CCc1ccccc1)N[C@@H](C)C(=O)N1[C@H](C(=O)O)C[C@@H]2CCC[C@@H]21	-23%
CCN(CC)S(=O)(=O)c1ccc(C(=O)Nc2cc(S(=O)(=O)N3CCOCC3)ccc2N2CCN(C)CC2)cc1	4%
COc1ccc([C@@H]2CC=C(C(=O)O)[C@H](c3ccc(Br)cc3)N2S(=O)(=O)c2ccc(C)cc2)cc1OC	2%
CCOc1ccc(-c2c(=O)n(OCc3ccc([N+](=O)[O-])cc3)c3ccccc3[n+]2[O-])c(OCC)c1	-1%
C[C@H](CO)N1C[C@H](C)[C@@H](CN(C)Cc2ccc3c(c2)OCO3)Oc2c(NS(=O)(=O)c3cn(C)cn3)cccc2C1=O	1%
O=C(COC(=O)c1cc(Cl)nc(Cl)c1)Nc1ccc(Cl)c(S(=O)(=O)N2CCOCC2)c1	2%
CC1(C)CC(=O)C=C(Nc2cccc(C(F)(F)F)c2)C1	6%
Cn1c(=O)c2[nH]c(C3CC=CCC3)nc2n(C)c1=O (centres undefined)	-2%
COc1c(NC=O)c2c(c([N+](=O)[O-])c1OC)C(=O)OC2	-11%
Cc1nn2c3cc(N4CCOCC4)ccc3nc2c2ccccc12	-14%
O=C1N=C(N2CCOCC2)SC1=Cc1ccco1	-6%
COc1ccc(C2(SCC(N)C(=O)O)c3ccccc3-c3ccccc32)cc1 (centres undefined)	2%
Cc1cc(NC(=O)COC(=O)[C@@H]2CCCN2C(=O)c2cccs2)no1	11%
C[C@]12CCC3C(CC[C@H]4[C@H](O)[C@H](O)CC[C@]34C)C1CCC2=O (some centres undefined)	-9%
O=C(c1ccc(S(=O)(=O)N2CCC(c3nc4ccccc4s3)CC2)cc1)N1CCCCC1	20%
c1ccc2c(c1)CNCc1cnnn1-2	-9%[8.37 µM]
CC(C(=O)Nc1ccc2c(c1)OCO2)N(C)CC(=O)Nc1ccccc1Cl (centres undefined)	-19%
O=C(NNC(=O)c1cc(S(=O)(=O)N2CCOCC2)c(Cl)cc1Cl)c1ccccc1F	-21%
Nc1ncnc(Nc2ccccc2Oc2ccccc2)n1	-3%
COc1ccc(NC(=O)c2cc(-c3ccccn3)nc3ccccc23)c(OC)c1	?
COc1cc(NC(=O)NCc2ccco2)ccc1-c1ccc(NC(=O)NCc2ccco2)cc1OC	11µM*
C[C@H]1CN([C@@H](C)CO)C(=O)Cc2cc(NC(=O)CCC(F)(F)F)ccc2O[C@H]1CN(C)S(C)(=O)=O	7%
O=C(c1ccccc1)c1c(-c2ccccc2)[nH]n(-c2ccccc2)c(=O)c1=O	6%
CN1C(c2ccccc2)=NO[C@]1(C)c1ccccc1	8%
O=C(COC(=O)CNC(=O)c1ccccc1)NC(=O)NC1CCCCC1	-11%
Nc1ncnc2[nH]c(=S)[nH]c12	-2%
CCN(CC(=O)Nc1ccc(NC(C)=O)cc1)C(=O)c1ccc(COc2ccc(C(C)(C)C)cc2)cc1	?
C[C@]12CCC3C(CC[C@H]4C[C@@H](O)CC[C@]34C)C1C[C@@H](O)[C@@H]2O (some centres undefined)	3%
CCOC(=O)c1c(-c2ccccc2)oc2cc(CN(C)C)c(O)c(CN(C)C)c12	10µM*
CC(C)NC(=O)N(C)C[C@H]1Oc2ccc(NS(=O)(=O)c3ccccc3)cc2C(=O)N([C@H](C)CO)C[C@H]1C	10%
CNc1ncnc(Sc2nc(N)nc3nc[nH]c23)c1[N+](=O)[O-]	?
O=C(COC(=O)c1ccc([N+](=O)[O-])o1)Nc1ccc2c(c1)OCO2	-7%
O=C(O)C1C2CC3OC(=O)C1C3C2 (centres undefined)	2%
O=c1oc(CCCO)cc2ccc(C#Cc3cccnc3)cc12	-13%
CCOC(=O)C1=CN(Cc2ccco2)S(=O)(=O)NC1CC (centres undefined)	?
COC1C(O)C(C)OC(OC2CCC3(C)C(CCC4C3C(O)CC3(C)C(C5=CC(=O)OC5)CCC43O)C2)C1O (centres undefined)	1.6µM*
COc1ccc(S(=O)(=O)N2CCN(Cc3cccc(F)c3)CC2)cc1	4%
Cc1csc(=O)n1CC(=O)OC(C)C(=O)Nc1ccc(N(C)C)cc1 (centres undefined)	3%
Cc1ccc(-n2nnnc2Sc2nc([N+](=O)[O-])nn2C)c(C)c1	-9%
O=c1ccn([C@@H]2O[C@H](CNCc3ccc(-c4cc(C(F)(F)F)ccc4Cl)o3)[C@@H](O)[C@H]2O)c(=O)[nH]1	-3%
CCCn1c(N)c(N2CCCCC2)c(=O)n(CC(=O)Nc2ccc(C(C)=O)cc2)c1=O	0%
O=C(CSc1nnc(Cc2ccccc2)o1)Nc1ccc(N2CCOCC2)cc1	7%
Other records follow.
SMILES	HCV inhibitor
Cc1noc(C)c1NC(=O)N(C)C[C@H]1Oc2ccc(NC(=O)C3CC3)cc2C(=O)N([C@H](C)CO)C[C@@H]1C	15%
CC1CCCCN1C(=O)COC(=O)CSc1ccc(C(N)=O)cc1[N+](=O)[O-] (centres undefined)	-3%
O=S(=O)(/N=C(/Nc1nccs1)c1ccc(F)cc1)c1ccccc1	10%
C[C@@H]1[C@H](c2ccccc2)Oc2ccc(Cl)cc2S(=O)(=O)N1CC1CCCN1C(=O)OC(C)(C)C (some centres undefined)	-3%
CCOc1cc(C=NNC(=O)c2cccc(S(=O)(=O)N3CCCC3)c2)ccc1O	-17%
N#Cc1cnc(SCC(=O)N2CCCCC2)nc1N	3%
CCCCN1C(N)=NC[C@@H]1C(C)O (some centres undefined)	16%
COc1ccc(NS(=O)(=O)c2cc(NC(=O)Cc3n[nH]c(=O)c4ccccc34)ccc2OC)cc1	?
O=C(N=C1SC2CS(=O)(=O)CC2N1c1ccccc1)c1ccccc1 (centres undefined)	5%

Molecules shown so far that contain a Cl atom:
SMILES	HCV inhibitor
O=C(CN1C(=O)CNC1=O)Nc1cc(Cl)cc(Cl)c1	7%
Cc1nnc2sc(-c3ccc(NC(=O)c4ccc(-c5ccc(Cl)cc5Cl)o4)cc3)nn12	-10%
O=S(=O)(NCCSCc1ccc(Cl)c(Cl)c1)c1ccc2c(c1)OCCO2	1%
CC(C)n1cnnc1SCC(=O)Nc1cccnc1Cl	-2%
Cc1cc(C(=O)COC(=O)CC(NC(N)=O)c2ccc(Cl)cc2)c(C)n1C (centres undefined)	-7%
CCN1C[C@@H]2[C@@H]3C(=O)N(Cc4ccccc4)C(=O)[C@@H]3[C@](Cc3ccccc3)(C1=O)N2C(=O)c1ccc(Cl)c(Cl)c1	4%
O=C(COC(=O)c1cc(Cl)nc(Cl)c1)Nc1ccc(Cl)c(S(=O)(=O)N2CCOCC2)c1	2%
CC(C(=O)Nc1ccc2c(c1)OCO2)N(C)CC(=O)Nc1ccccc1Cl (centres undefined)	-19%
O=C(NNC(=O)c1cc(S(=O)(=O)N2CCOCC2)c(Cl)cc1Cl)c1ccccc1F	-21%
O=c1ccn([C@@H]2O[C@H](CNCc3ccc(-c4cc(C(F)(F)F)ccc4Cl)o3)[C@@H](O)[C@H]2O)c(=O)[nH]1	-3%
C[C@@H]1[C@H](c2ccccc2)Oc2ccc(Cl)cc2S(=O)(=O)N1CC1CCCN1C(=O)OC(C)(C)C (some centres undefined)	-3%

These rows are one share of the data (hit frequency here may not be typical).
